Screening results from PubChem BioAssay.
GSK3 alpha inh = blocks human GSK-3 alpha kinase; P49840; ADP-Glo luminescence, 60 min; inhibition, % at 10 µM; 320,000 compounds, 0.1% hits; AID 2650;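 in the data active = inhibition above about 50%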;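 also: GST-tagged GSK-3 alpha with peptide substrate and 25 µM ATP; 0% = DMSO neutral wells and 100% = GW8510 positive control wells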
KCNK9 block = inhibitors of human KCNK9 two-pore domain potassium channel. HEK293 KCNK9, FluxOR thallium flux fluorescence; active compounds read low. 310,000 compounds, 1.2% hits. Q9NPC2. AID 488922. B-score at 10 µM;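 active = ratio B-score over 3 SD below the library mean, with starting fluorescence within 5 SD of its mean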;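 also: negative B-score means less thallium flux so channel inhibition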
RGS4 inh = inhibitors of human RGS4 | 310,000 compounds, 0.45% hits | HEK293 M3R/RGS4 inducible, Fluo-4 calcium flux; active compounds read high; triggered by carbachol at its EC20 | B-score at 10 µM | AID 463165 | P49798;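 active = B-score, a plate-corrected calcium signal, over three deviations above library mean, with baseline fluorescence within five deviations of library mean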;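 also: RGS4 expression induced by doxycycline in cells with stable M3 receptor; B-score is computed from the integrated fluorescence ratio over baseline after carbachol; higher B-score means a larger calcium signal and so more RGS4 inhibition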
GSK3beta inhib = human GSK3beta kinase inhibition. activity score (negative = inhibition), % at 10 µM. GST-GSK3beta kinase, ADP-Glo luminescence, 60 min; active compounds read low. 300,000 compounds, 0.038% hits. P49841. AID 2097;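 active = more than half of replicate wells score below -50%, meaning over 50% inhibition versus plate controls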;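 also: 0% = median DMSO wells and -100% = median GW8510 positive control wells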
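test system = GST-tagged human GSK3beta kinase, cell-free | reagent = 25 µM ATP with peptide substrate | dosing = one dose of 10 µM per compound | schedule = 60 min reaction, RT | detection = luminescent ADP-Glo measurement of ADP formed | control set = DMSO neutral wells and GW8510 at 20 µM as positive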
RGS4 act = potentiators or activators of RGS4; HEK293 M3R/inducible RGS4, carbachol calcium flux Fluo4; active compounds read low; B-score at 10 µM; 310,000 compounds, 0.92% hits; AID 463111;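 active = B-score of the integrated calcium signal more than 4 SD below the library mean, with starting fluorescence not abnormally high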;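 also: negative B-score means reduced calcium response which marks RGS4 activation or potentiation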
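Material: M3R-expressing HEK293 line, RGS4 induced by doxycycline | Schedule: Overnight RGS4 induction, 30 min dye load 37 °C, 20 min compound RT | Measured by: Fluo4 fluorescence kinetic imaging of calcium | Read-out: Integrated calcium ratio converted to B score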
KCNQ1 block = inhibitors of human KCNQ1 potassium channel. P51787. CHO-K1 KCNQ1, FluxOR thallium flux fluorescence; active compounds read high. B-score at 10 µM. 310,000 compounds, 1.3% hits. AID 2642;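 active = compounds whose thallium flux B-score, printed positive for inhibition, exceeds three library SD while starting fluorescence stays within three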;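 also: channel opened by potassium depolarization with thallium stimulus after 20 min compound exposure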
Target sequence (P51787 whole entry, looked up): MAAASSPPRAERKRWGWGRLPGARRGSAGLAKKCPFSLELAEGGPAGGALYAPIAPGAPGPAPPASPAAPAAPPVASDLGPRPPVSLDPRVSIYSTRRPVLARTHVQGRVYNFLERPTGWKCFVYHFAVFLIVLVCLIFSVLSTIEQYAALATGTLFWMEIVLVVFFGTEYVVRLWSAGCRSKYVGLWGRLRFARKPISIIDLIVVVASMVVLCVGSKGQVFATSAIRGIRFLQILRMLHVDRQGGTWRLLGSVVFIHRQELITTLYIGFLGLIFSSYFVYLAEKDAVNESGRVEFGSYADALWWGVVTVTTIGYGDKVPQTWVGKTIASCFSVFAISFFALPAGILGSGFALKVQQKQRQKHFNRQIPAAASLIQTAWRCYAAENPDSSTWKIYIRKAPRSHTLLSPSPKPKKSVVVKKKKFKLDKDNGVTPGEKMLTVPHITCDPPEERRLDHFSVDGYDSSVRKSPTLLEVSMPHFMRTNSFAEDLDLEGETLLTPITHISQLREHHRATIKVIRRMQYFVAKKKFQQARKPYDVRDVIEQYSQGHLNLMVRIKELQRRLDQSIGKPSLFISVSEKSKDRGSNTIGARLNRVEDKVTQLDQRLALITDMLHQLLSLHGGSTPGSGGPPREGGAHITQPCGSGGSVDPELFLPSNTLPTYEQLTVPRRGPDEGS
KCNQ1 pot = human KCNQ1 channel potentiation or activation; P51787; CHO-K1 KCNQ1, thallium flux FluxOR fluorescence; active compounds read high; B-score at 10 µM; 310,000 compounds, 0.35% hits; AID 2648;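 active = fluorescence ratio B-score, a plate-corrected score, at least three library SD, with initial intensity B-score within 5 SD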
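System: CHO-K1 cells stably expressing KCNQ1 / Medium: assay buffer for compound exposure, DMSO matched across wells / Reagent: thallium- and potassium-containing depolarizing buffer / Compound: one concentration, matched DMSO / Incubation: 20 min compound pretreatment at room temperature / Measured by: kinetic FluxOR fluorescence, 10 s baseline plus 110 s post-stimulus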
KCNK3 block = human KCNK3 channel inhibition, primary screen. O14649. CHO-KCNK3 thallium flux, FluxOR fluorescence; active compounds read low. B-score at 10 µM. 340,000 compounds, 0.84% hits. AID 602410;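 active = B-score under library mean minus 4 SD, starting fluorescence ratio at most library mean plus 5 SD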;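 also: more negative B-score means stronger inhibition of thallium flux through KCNK3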
Target sequence (O14649 whole entry, looked up): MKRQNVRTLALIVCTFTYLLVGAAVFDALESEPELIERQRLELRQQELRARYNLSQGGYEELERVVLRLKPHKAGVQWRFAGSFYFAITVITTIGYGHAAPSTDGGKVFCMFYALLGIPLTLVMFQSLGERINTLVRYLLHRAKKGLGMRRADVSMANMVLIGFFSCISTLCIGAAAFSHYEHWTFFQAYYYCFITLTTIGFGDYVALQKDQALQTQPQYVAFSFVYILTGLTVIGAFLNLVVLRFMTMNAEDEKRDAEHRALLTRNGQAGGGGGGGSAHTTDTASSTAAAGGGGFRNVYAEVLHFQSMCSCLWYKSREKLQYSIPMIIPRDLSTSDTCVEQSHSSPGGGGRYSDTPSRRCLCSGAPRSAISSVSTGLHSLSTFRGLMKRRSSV
DYRK1A inh = inhibitors of rat Dyrk1A kinase. Q63470. ADP-Glo luminescence, NFATc1 peptide. inhibition, % at 12.5 µM. 310,000 compounds, 0.43% hits. AID 504441; in the data active = inhibition above about 50%;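 also: plate controls were vehicle with enzyme for no effect and no enzyme for full effect; many of its hits are not listed in these tables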
hERG protect = shields human hERG channel from block by proarrhythmic agents | Q12809 | CHO-hERG, FluxOR thallium flux, dofetilide IC70 present | activation (rescue from dofetilide block), less the hit threshold, % at 10 µM | 310,000 compounds, 0.51% hits | AID 1511;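 active = activation above the mean of controls blocked by dofetilide plus 5 SD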;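 also: thallium influx through hERG after potassium depolarization seen as dye fluorescence rise; in these data hits start at about 4.7%; inactives centre near -7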
PolyA inhibitor = inhibitors of polyadenylation in S. cerevisiae | S. cerevisiae SKY197-pL101 polyadenylation reporter, beta-gal luminescence; efflux-impaired pdr1/pdr3 knockout yeast; score 100 = 6 SD above DMSO | calls only at 12 µM | 300,000 compounds, 0.02% hits | AID 1875;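 active = lowest replicate activity score at least 50, where 100 means six control SD above control mean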;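 also: yeast exposed to compound for 9 h at 30 °C; higher score means more reporter readthrough which indicates perturbed polyadenylation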
Active calls of the source: *; i = inactive; · = not tested or not shown.

| mol | GSK3 alpha inh | KCNK9 block | RGS4 inh | GSK3beta inhib | RGS4 act | KCNQ1 block | KCNQ1 pot | KCNK3 block | DYRK1A inh | hERG protect | PolyA inhibitor |
| --- | --- | --- | --- | --- | --- | --- | --- | --- | --- | --- | --- |
| NC(=O)C1(N2CCCCC2)CCN(C2CC(=O)NC2=O)CC1 (stereo not drawn) | 1 | i | i | 1 | i | i | i | i | -28 | -4 | i |
| COc1ccc(C2=NOC(C)(c3nnc(-c4ccc(F)cc4)o3)C2)cc1 (stereo not drawn) | -3 | i | i | 26 | i | i | i | i | -2 | 2 | i |
| COc1ccc(/C=C(/NC(=O)c2ccc(OC)c(OC)c2)C(=O)NCCCn2ccnc2)cc1 | -1 | i | i | 3 | i | i | i | i | · | -1 | i |
| CC(C)c1ccc(Nc2nnc(SCC(=O)Nc3ncc(S(=O)(=O)c4ccc([N+](=O)[O-])cc4)s3)s2)cc1 | -2 | i | i | 4 | i | i | i | i | 6 | -14 | i |
| Cc1cccc(-c2ncc(CN3CCN(C4CCCC4)C(CCO)C3)cn2)c1 (stereo not drawn) | -1 | i | i | 0 | i | i | i | i | 2 | -11 | i |
| Cc1ccc(C)c(NC(=O)c2ccc3c(c2)N(Cc2ccc(F)cc2)C(=O)CS3=O)c1 (stereo not drawn) | 0 | i | i | -2 | i | i | i | i | -1 | -10 | i |
| COCCn1c(CCC(=O)O)ccc1-c1cccs1 | -2 | i | i | 3 | i | i | i | i | 6 | -3 | i |
| CSc1nc(O)c(C(c2ccc(O)cc2)c2c(O)nc(SC)[nH]c2=O)c(=O)[nH]1 | 0 | i | i | · | i | i | i | i | 12 | -8 | i |
| CN(C)CCNC(=O)c1sc2cccc(F)c2c1Cl | -2 | i | i | 3 | i | i | i | i | 2 | -3 | i |
| O=C(NC1CCCCC1)c1ccc(N2CCOCC2)c([N+](=O)[O-])c1 | -1 | i | i | -3 | i | i | i | i | -4 | -7 | i |
| O=C(O)c1sccc1Oc1ccc(NS(=O)(=O)c2cccc(F)c2)cc1 | -4 | i | i | 0 | i | i | i | i | 4 | -3 | i |
| COC(=O)C1CCCN1C(C(=O)NC1CCCCC1)c1ccc(Cl)cc1 (stereo not drawn) | -1 | i | i | 3 | i | i | i | i | 1 | -4 | i |
| Cc1ccc(C)c2c(SC(C)C(=O)NCc3ccco3)nc(-c3ccccc3)nc12 (stereo not drawn) | -1 | i | i | 2 | i | i | i | i | -2 | -9 | i |
| O=C(N/N=C/c1ccco1)c1cnccn1 | 6 | i | i | 1 | i | i | i | i | 5 | -7 | i |
| N#Cc1nc(-c2ccccc2Cl)oc1N1CCOCC1 | 7 | i | i | -4 | i | i | i | i | 13 | -5 | i |
| Cc1ccc(NC(=S)Nc2nc(CC(=O)Nc3ccccc3)cs2)cc1 | 0 | i | i | 0 | i | i | i | i | -6 | -8 | i |
| COc1ccc(/C=C(\NC(=O)c2cccs2)C(=O)Nc2ccccc2C)cc1OC | -1 | i | i | 2 | i | i | i | i | -9 | -5 | i |
| CC1CC2=C(NC(=S)NC2c2ccccc2F)/C(=C/c2ccccc2F)C1 (stereo not drawn) | 1 | i | i | 0 | i | 6* | i | i | 8 | -11 | i |
| N/C(=N\c1nc2c(c(=O)[nH]1)CCCC2)Nc1ccccc1Sc1ccccc1 | -1 | i | i | 0 | i | i | i | i | 0 | -8 | i |
| COc1ccc(/C=N/c2nc3ccccc3n2C)cc1OC | -1 | i | i | -2 | i | i | i | i | 8 | -6 | i |
| CCOc1ccc(OCC(=O)Nc2c3c(nn2C(C)(C)C)CS(=O)(=O)C3)cc1 | -1 | i | i | 0 | i | i | i | i | -1 | -7 | i |
| Cc1cc(=O)oc2cc(OCC(=O)N3CCCC(C)C3)ccc12 (stereo not drawn) | 1 | i | i | 0 | i | i | i | i | -1 | -12 | i |
| CC(=O)c1cccc(NC(=O)N2CCC(C(=O)c3ccc(F)cc3)CC2)c1 | -2 | i | i | -2 | i | i | i | i | 6 | -5 | i |
| C[N+]1(CC(=O)OCCCc2ccccc2)CCOCC1 | -1 | i | i | -2 | i | i | i | i | -1 | -6 | i |
| COc1ccc(C(=O)CCS(=O)(=O)c2ccc(C)cc2)cc1OC | 0 | i | 29* | 2 | i | i | 8* | i | 5 | -7 | i |
| CC1CCN(c2ccc3nnc(CCC(=O)NCCCOC(C)C)n3n2)CC1 | 1 | i | i | -2 | i | i | i | i | -6 | -4 | i |
| COC(=O)c1cc(S(=O)(=O)NCCc2ccc(SC)cc2)c[nH]1 | 0 | i | i | -3 | i | i | i | i | -1 | -5 | i |
| Cc1ccc(C)c(NC(=O)CCC(=O)N/N=C2/CC(=O)CC(C)(C)C2)c1 | -1 | i | i | -2 | i | i | i | i | -2 | -10 | i |
| NS(=O)(=O)c1cccnc1Nc1ccc(Cl)c(Cl)c1 | · | i | i | -3 | i | i | i | i | 15 | -1 | i |
| N/C(=N\c1nc2c(c(=O)[nH]1)CCC2)Nc1ccccc1 | · | i | i | 0 | i | i | i | i | -63 | -2 | i |
| Cc1cccc2cc(C#N)c(NCCNS(=O)(=O)c3ccc4c(c3)OCCO4)nc12 | 0 | i | i | -1 | i | i | i | i | 16 | -9 | i |
| O=c1oc2ccccc2c(NCCc2ccccc2)c1[N+](=O)[O-] | 0 | i | i | -6 | i | i | i | i | -5 | -4 | i |
| c1cc2ccc3ccc(CN4CCOCC4)c4ccc(c1)c2c34 | -2 | i | i | 0 | i | i | i | i | 16 | -8 | i |
| Cc1cnc(C(=O)OCC(=O)Nc2ccc(Cl)cc2)cn1 | -1 | i | i | 1 | i | i | i | i | · | -12 | i |
| C/C(=N\NC(=O)c1nnn(-c2nonc2N)c1CN1CCc2ccccc21)c1ccccc1O | -3 | i | i | -2 | i | i | i | i | -7 | -7 | i |
| CCCCNC(=O)Nc1cnn(CC)c1C(N)=O | -2 | i | i | 2 | i | i | i | i | -7 | -8 | i |
| COc1ccc(-c2nnnn2-c2ccccc2OC)cc1 | 0 | i | i | 3 | i | i | i | i | 3 | -7 | i |
| CCN1CCN(C(=O)CCc2nnc3ccc(N4CCC5(CC4)OCCO5)nn23)CC1 | -2 | i | i | -4 | i | i | i | i | · | -3 | i |
| Cc1ccc(N=Cc2c(O)n(-c3nccs3)c(=O)c3ccccc23)cc1 | 0 | i | i | 1 | i | i | i | i | 1 | -9 | i |
| O=C(O)c1cccc(NC(=O)c2cccc(S(=O)(=O)N3CCc4ccccc43)c2)c1 | 5 | i | i | 5 | i | i | i | i | -8 | -9 | i |
| CCc1ccc(NC(=O)c2ccc(Cn3cc([N+](=O)[O-])cn3)cc2)cc1 | 6 | i | i | -4 | i | i | i | i | 1 | -12 | i |
| C/C(CC(=O)NCCc1ccccc1)=N\NC(=O)COc1ccc(Br)cc1 | -1 | i | i | 3 | i | i | i | i | -1 | -5 | i |
| CC1=C(C(=O)OC2CCCCC2)C(c2ccco2)n2ncnc2N1 (stereo not drawn) | -1 | i | i | 2 | i | i | i | i | 12 | -7 | i |
| CCOC(=O)CSc1ccc(-c2nc3cc(C)c(C)cc3[nH]2)cn1 | 0 | i | i | 1 | i | i | i | i | -5 | -8 | i |
| Cc1ccc(C)c(N(C(=O)Cn2nnc(-c3cccs3)n2)C(C(=O)NC2CC2)c2ccc(C)o2)c1 (stereo not drawn) | -1 | i | i | 2 | i | i | i | i | -6 | -9 | i |
| Cn1ncc(Br)c1C(=O)NC(=S)N1CCN(c2ccccn2)CC1 | 4 | i | i | -2 | i | i | i | i | -4 | -11 | i |
| CN(C)c1nc(Oc2ccc(/C=N/O)cc2)nc(N(C)C)n1 | -1 | i | i | -6 | i | i | i | i | 6 | -7 | i |
| O=C(CN1C(=O)c2ccccc2C1=O)NCc1ccc(F)cc1 | -1 | i | i | -3 | i | i | i | i | -6 | -6 | i |
| C=CCNc1nc(N)c(C(=C(C#N)C#N)c2ccccc2)s1 | 10 | i | i | -6 | i | i | i | i | 37 | -10 | i |
| Cc1cc(OCc2nc(-c3ccncc3)no2)cc(C)c1Cl | -2 | i | i | -5 | i | i | i | i | -3 | -9 | i |
| C=C[C@@]1(C)CC(=O)[C@]2(O)[C@@]3(C)[C@@H](O)CCC(C)(C)[C@@H]3[C@H](O)[C@H](OC(C)=O)[C@@]2(C)O1 | 0 | i | i | -3 | i | i | 12* | i | 4 | -14 | i |
| O=C(O)CCCC(=O)N1CCN(c2nc(-c3ccccc3Cl)c3cc(Br)ccc3n2)CC1 | 8 | i | i | -5 | i | i | i | i | 35 | -7 | i |
| O=C(COc1coc(CN2CCN(c3ccccc3F)CC2)cc1=O)NCC1CCCO1 (stereo not drawn) | -1 | i | i | 2 | i | i | i | i | -4 | -13 | i |
| Cc1cccc(OCC(=O)N/N=C/c2sc(=O)n(Cc3cccc(C(=O)O)c3)c2Cl)c1 | 6 | i | i | 7 | i | i | i | i | 2 | -8 | i |
| O=S(=O)(c1ccccc1)N1CCCC1c1cccs1 (stereo not drawn) | 0 | i | i | -4 | i | i | i | i | -2 | -15 | i |
| CC(C)c1ccc(N2CCN(C(=O)c3ccccc3NC(=O)/C=C(\C(=O)O)c3ccccc3)CC2)cc1 | · | i | i | 5 | i | i | i | · | · | -9 | i |
| Cn1c(-c2ccc(C(C)(C)C)cc2)n[nH]c1=S | 2 | i | i | -1 | i | i | i | i | -2 | -11 | i |
| Cn1c(=O)oc2cc(S(=O)(=O)Nc3cccc(C(=O)O)c3)ccc21 | -1 | i | i | -1 | i | i | i | i | -1 | -10 | · |
| COc1ccc(NC(=O)c2cc(-c3cc(C)c(C)cc3O)n[nH]2)c(OC)c1 | -2 | i | i | 2 | i | i | i | i | 2 | -7 | i |
| COc1ccc(COC(=O)C2CCN(S(=O)(=O)c3ccc(F)cc3)CC2)cc1 | 8 | i | i | 0 | i | i | i | i | -2 | -10 | i |
| NC(=O)C(c1ccccc1)c1ccc(C(=O)c2ccccc2)cc1 (stereo not drawn) | -3 | i | i | 1 | i | i | i | i | -1 | -14 | i |

Only part of the results is shown; count on the stated rates, not on these rows.
